Screening results from PubChem BioAssay.
sdo1 growth – growth rescue of sdo1-depleted yeast, primary screen, S. cerevisiae, bone marrow failure model. S. cerevisiae sdo1-depleted JHY4D growth rescue, OD600 30 h; hits give high values; pdr5 snq2 efflux-pump mutant strain. z-score at 10 µM. actives 0.21% (n = 140,000);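 active = z-score above 3 at both the 24 hr and the 30 hr optical density reads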;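 also: z-score against mean and SD of all compound wells on the same plate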
INS promoter inh – inhibitors of insulin promoter-driven GFP, primary screen, imaging, TRM-6 cells (human fetal islet line), eGFP reporter, cell count; actives 0.9% (n = 130,000); inhibition, % at 2 µM; AID 1273, 2008; reporter expression induced with tamoxifen;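 active = inhibition above the mean plus 3 SD, with well images judged a real hit on visual review, cut at about 60% in these data, passing the limit was not always enough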
sdo1 growth Rescue 24 h – further read-out of sdo1 growth, marked with its call; z-score; S. cerevisiae sdo1-depleted JHY4D growth rescue, OD600; measured here: growth rescue at 24 h;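 0 is the plate mean of compound wells and units are plate SD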
Starred values were filed as active, the others as inactive; i = inactive; x = not tested or not shown; [ ] = dose if it differs, or a comment. A portion of the library (hit frequency here may not be typical).

SMILES	sdo1 growth	sdo1 growth Rescue 24 h	INS promoter inh
CCN1C(=O)CC(N2CCC(Cc3ccccc3)CC2)C1=O (configuration not stated)	-0.54[7.1 µM]	-1.08	x
NC(=O)C1CC(=O)N(c2ccc(OCc3c(F)cccc3Cl)cc2)C1 (configuration not stated)	x	x	35.0
COc1ccc(OC)c(NC(=O)CSc2nnnn2-c2ccc3c(c2)OCO3)c1	-0.36	-0.38	21.4
Cc1ccccc1OCC(=O)N/N=C/C=C/c1ccccc1	x	x	5.9
CCN(CC)c1ccc(N2C(=O)CSC2=S)cc1	x	x	21.4
CCC(C)NC(=O)/C(=C/c1ccco1)c1ccccc1 (configuration not stated)	-1.22	-1.37	-29.0
O=C(NCc1ccncc1)c1cc(F)c(F)cc1Cl	x	x	25.0
NC(=O)CSc1cn(Cc2cccc(F)c2)c2ccccc12	x	x	-5.6
O=C(NC1CCSC1=O)c1cccc(C(=O)NC2CCSC2=O)c1 (configuration not stated)	0.32	-0.48	x
COC(=O)CNC(=O)c1ccccc1[N+](=O)[O-]	x	x	-43.3
CC(C)Nc1nc(SCC(N)=O)nc(N2CCOCC2)n1	0.28	-0.09	26.9
Cc1cc(C)c2[nH]c(=O)c(CN(Cc3nnnn3C3CCCC3)C3CCCCC3)cc2c1	-0.18	0.02	x

Record cards, as listed above:
NC(=O)CSc1cn(Cc2cccc(F)c2)c2ccccc12 reads sdo1 growth = x; sdo1 growth Rescue 24 h = x; INS promoter inh = -5.6
O=C(NCc1ccncc1)c1cc(F)c(F)cc1Cl reads sdo1 growth = x; sdo1 growth Rescue 24 h = x; INS promoter inh = 25.0
CCN(CC)c1ccc(N2C(=O)CSC2=S)cc1 reads sdo1 growth = x; sdo1 growth Rescue 24 h = x; INS promoter inh = 21.4

(more compounds)
SMILES	sdo1 growth	sdo1 growth Rescue 24 h	INS promoter inh
O=C1c2ccccc2C(=O)C1Cc1cccc2ccccc12	-0.79	-0.33	48.4
CCn1c(=N)c(S(=O)(=O)c2ccc(Cl)cc2)cc2c(=O)n3ccccc3nc21	x	x	25.0
CCCCn1c(/N=C/c2ccccc2NS(=O)(=O)c2ccc(C)cc2)nc2ccccc21	-1.1	-0.06	x
CCOC(=O)/C(C(=O)Nc1ccc(Br)cc1)=C1/NC(C)(C)Cc2ccccc21	-1.47	-0.59	-23.3
CCCCn1c(CNC(=O)C23CC4CC(CC(C4)C2)C3)nnc1SC(C)CC (configuration not stated)	0.14	0.34	x
O=C(Nc1cccc2ccccc12)OC1C=CS(=O)(=O)C1 (configuration not stated)	-0.55	-0.47	53.9
CC1CC(C)CN(C(=O)c2cc3c(s2)CCC3)C1 (configuration not stated)	-0.97	-0.16	30.4
CCN(CC)c1ccc(C=C2C(=O)OC3(CCCCC3)OC2=O)cc1	x	x	-43.8
O=C(O)c1cc(-c2ccccc2)n[nH]1	1.14	1.66	24.1
O=C(C1CCN(CCCc2ccccc2)CC1)N1CCCCC1	2.14	2.17	x
COCCN1C(=O)c2ccc(C(=O)NCc3cccnc3)cc2C1=O	0.69	0.42	31.8
O=CN(Cc1ccco1)C1(C(=O)NC2CCCCC2)CCCCC1	-1.1	-1.23	41.2
Cn1c(SCC(=O)N/N=C/C=C\c2ccccc2[N+](=O)[O-])nc2ccccc21	-0.58	0.02	13.3
CC1CCN(c2cc(N3CCC(C)CC3)c([N+](=O)[O-])cc2/C=C(\C#N)c2nn(-c3ccccc3)c(N)c2C#N)CC1	-1.33	-0.1	4.2
CC(=O)NC1(C(F)(F)F)NC(=O)N(CC(C)C)C1=O (configuration not stated)	0.3	-0.25	-136.0
COc1ccc(/C=N/OCC(=O)Nn2c(C)nc3ccccc3c2=O)cc1	0.04	0.27	-14.3
CC(C)OC(=O)c1c(NC(=O)CCn2nnc3ccccc32)sc2c1CCCC2	0.18	0.75	x
COC(=O)c1ccc(CN2CCN(CCC(C)C)C(CCO)C2)cc1 (configuration not stated)	x	x	17.4
CC(C)Cn1c(=O)c2c(c3ccccc31)OC(C)C(=O)N2 (configuration not stated)	-0.1	0.18	16.9
CCN(CC)S(=O)(=O)c1ccc(S(=O)(=O)Nc2cc3c(cc2C(C)=O)OCO3)cc1	-0.64	-0.92	29.0
COc1cccc(CNCCN2CCOCC2)c1OC	-0.06	-0.42	x
COc1ccc(-n2nnnc2SCC(=O)Nc2cccc(C)n2)cc1OC	-0.54	-1.33	-21.2
CCN(CC)C(=S)NC(=O)c1ccc(OC)c(Br)c1	0.83	0.95	6.7
COc1cc(O)c2c(c1)OC(C)(C)CC2=O	-0.84	-1.02	-45.5

Fetched one by one from the entries so far:
SMILES	sdo1 growth	sdo1 growth Rescue 24 h	INS promoter inh
Cn1c(SCC(=O)N/N=C/C=C\c2ccccc2[N+](=O)[O-])nc2ccccc21	-0.58	0.02	13.3
CC(C)Cn1c(=O)c2c(c3ccccc31)OC(C)C(=O)N2 (configuration not stated)	-0.1	0.18	16.9

Later entries:
SMILES	sdo1 growth	sdo1 growth Rescue 24 h	INS promoter inh
O=C1CC(C(=O)N2CCOCC2)C2(CCCC2)O1 (configuration not stated)	0.31	-0.55	-8.6
CCCN(CCC)C(=O)CC(c1ccccc1)c1cc(Br)ccc1O (configuration not stated)	-0.78	0.07	-57.1
CCOC(=O)C1(CCCc2ccccc2)CCN(C(=O)c2cnn(CC)c2)CC1	x	x	-62.5
N#CCSc1nnc(COc2cccc3ccccc23)n1-c1ccccc1	-1.05	-1.69	0.0
COC(=O)c1ccccc1NC(=O)CN(CCc1ccccc1)S(C)(=O)=O	0.82	1.27	-78.4
NC(=O)Nc1ccc2c(c1)OCCO2	0.44	0.02	x
Cc1cccc(NC(=O)c2cccc(NS(=O)(=O)c3ccc(Cl)cc3)c2)c1	-0.53	-0.43	-10.0
Cc1ccc(-n2cc(C(=O)c3ccc4ccccc4c3O)cn2)cc1	0.8	1.42	10.7
Cc1ccc2nc3c(cc(C#N)c(=N)n3CCCN3CCOCC3)c(=O)n2c1	x	x	33.3
O=C1c2ccccc2-c2c1cccc2C(=O)N1CCOCC1	0.93	1.04	i
CCn1c(CSc2nnc(-c3ccc4c(c3)OCO4)o2)nc2cc(S(=O)(=O)N(C)C)ccc21	-1.09	-1.16	15.8
CCCNc1nc2c(c(=O)[nH]c(=O)n2C)n1Cc1cccc(Br)c1	-0.91	0.06	x

Just sdo1 growth, for some of the entries so far:
smiles,sdo1 growth
CC1CCN(c2cc(N3CCC(C)CC3)c([N+](=O)[O-])cc2/C=C(\C#N)c2nn(-c3ccccc3)c(N)c2C#N)CC1,-1.33
CC(=O)NC1(C(F)(F)F)NC(=O)N(CC(C)C)C1=O (configuration not stated),0.3
COc1ccc(/C=N/OCC(=O)Nn2c(C)nc3ccccc3c2=O)cc1,0.04

Continuation.
SMILES	sdo1 growth	sdo1 growth Rescue 24 h	INS promoter inh
O=C(Nc1cc(Sc2ccccn2)cc([N+](=O)[O-])c1)c1cccc(Cl)c1	-1	-0.33	17.5
CN(C)S(=O)(=O)c1ccc(C(=O)Nc2ccccc2C(=O)O)cc1	1.08	0.77	-53.3
Cc1nc(Nc2ccc(S(N)(=O)=O)cc2)oc1C	6.49*	4.16*	x
O=C(CCNS(=O)(=O)c1cccc2nonc12)NCCc1ccc(Cl)cc1	-0.85	-1.4	x
Cc1cc(NC(=O)Cn2cc([N+](=O)[O-])cn2)n(Cc2ccc(F)cc2)n1	x	x	58.3
COCc1nc2sc(C)c(C)c2c(=O)[nH]1	-0.07	-0.14	66.7
O=C(Cc1ccc(Cl)cc1)NCCCn1ccnc1	-0.58	-0.54	37.5
COC(=O)c1ccccc1NC(=O)c1noc2c1CCC2	-0.65	-0.31	x
CC(C)OP(=O)(c1ccc(N(C)C)cc1)C(Nc1ccccc1)c1cccnc1 (configuration not stated)	-0.49	-0.72	-6.1
CC(C(=O)Nc1ccc(S(=O)(=O)N2CCCC2)cc1)N1CCN(C(=O)c2ccco2)CC1 (configuration not stated)	0.61	1.23	10.1
COc1ccc(-n2nc(C(=O)Nc3ccc(OC)c(OC)c3)c3c4ccccc4n(C)c3c2=O)cc1	-0.05	2.51	i
NC(=O)c1c(NC(=O)C2CCCO2)sc2c1CCCCC2 (configuration not stated)	0.35	0	-6.2
Cn1c(SCc2nnc(-c3ccc(F)cc3)o2)nnc1C1COc2ccccc2O1 (configuration not stated)	-0.62	-1.13	x
COc1cc(-c2nnc(SCc3cc(=O)oc4cc(C)ccc34)o2)cc(OC)c1OC	-0.98	-1.48	x
COc1ccc(-c2nc(N3CCOCC3)nc3n[nH]c(N)c23)cc1	-1.33	-0.38	-22.2
Cc1ccccc1C(=O)NC(=S)Nc1ccccc1C(F)(F)F	-1.33	-1.34	0.0
Fc1cccc(CO/N=C/c2c(-c3ccccc3)nc3ccc(Cl)cn23)c1	1.98	4.84	x
COc1ccc(OC)c(/C=C2\SC(=S)N(Cc3cccnc3)C2=O)c1	-0.06	0.3	42.9
COc1ccccc1CNC(=O)c1ccccc1NS(C)(=O)=O	-0.31	-1.3	20.0
COc1cccc(Nc2nc(-c3sc(NC(=O)c4ccccc4)nc3C)cs2)c1	-0.54	0.21	x
COc1ccc(C(=O)NC(=S)Nc2ccc3c(c2)Cc2ccccc2-3)cc1	-0.78	0.38	-3.1
COc1cc(=O)[nH]c(SCc2c(F)c(F)c(F)c(F)c2F)n1	-1.21	-1.36	70.8
COc1ccc(OC)c(CCNC(=O)CS(=O)(=O)Cc2nc(-c3ccc(C)cc3)oc2C)c1	-1.37	-0.8	14.3
C/C(=N/NC(=O)CNc1ccc(C)cc1)c1ccc(Cl)cc1	-0.23	0.02	22.7
COc1ccc(Cl)cc1NC(=O)CSc1nnc(Cn2c(=O)sc3ccccc32)n1C	-0.16	-0.29	x
C(=C\c1ccccc1)/C=N/n1cnnc1	-0.07	0.23	0.0
COC(=O)c1cc(Br)c(=O)n(Cc2ccc3c(c2)OCO3)c1	-0.19	-0.73	x
CCNC(=O)CC(=O)Nc1ccccc1C(=O)O	0.86	0.75	x
COc1nc(NS(=O)(=O)c2ccc(C)cc2)nc(C)c1Cl	-0.14	-0.47	23.1
NS(=O)(=O)c1ccc(Nc2nc(-c3ccc(O)cc3)cs2)cc1	2.25	2.5	40.0
CCOC(=O)C1C(=O)NC(SCC(=O)Nc2nccs2)=C(C#N)C1c1ccccc1OCC (configuration not stated)	-0.56	0.04	-44.2
C/C(=N\Nc1nc(N)cc(Cl)n1)c1cccc(N)c1	0.82	0.31	-53.9
CCc1ccc(-n2c(C)cc(/C=N/NC(=O)c3ccncc3)c2C)cc1	x	x	-15.8
CCCCCn1c(Br)nc2c1c(=O)n(CC(N)=O)c(=O)n2C	0.59	0.27	-15.2
Cc1cccc(NS(=O)(=O)c2cccc([N+](=O)[O-])c2)n1	x	x	-12.2
CC1=CC(C)(C)n2c(O)c(N=NC(N)=S)c3c(C)ccc1c32	-0.36	0.05	x
CCc1ccc(OCCNC(=O)c2cc(SC)ccc2Cl)cc1	-0.67	-0.57	5.7
COC(=O)C(NS(=O)(=O)c1ccc(C)cc1)c1ccccc1 (configuration not stated)	x	x	-84.6
CCOC(=O)C(=CN=C(N)Nc1nc2ccccc2o1)C(=O)OCC	x	x	-22.2
CC(=O)C1=C(C)NC(SCC(=O)c2ccc(-c3ccccc3)cc2)=C(C#N)C1c1cccnc1 (configuration not stated)	-0.94	0.61	-21.6
CCOCCn1c(CN2CCOCC2)nc2c1c(=O)[nH]c(=O)n2C	0.82	0.03	x
O=C(N/N=C/c1ccc2cccc(OCc3ccccc3)c2n1)c1ccc(Cl)cc1	-0.46	0.3	x
O=C(Nc1cccc2nsnc12)C1CC(=O)N(c2ccccc2)C1 (configuration not stated)	1.11	1.63	x
CCCS(=O)(=O)N1CCN(c2ccccc2F)CC1	0.41	-0.41	23.7
Cc1[nH]c(=O)c(C#N)c2c1CSC(C)(C)C2	0.86	0.03	15.8
Cc1ccc(Oc2nc3ccccc3n3cccc23)cc1	-1.12	-0.8	-11.4
CCOCCCNC(=S)N1C2CCC1CC(NC(=O)NC13CC4CC(CC(C4)C1)C3)C2 (configuration not stated)	0.47	0.34	-46.4
O=C(N/N=C/C=C/c1ccc2c(c1)OCO2)c1ccc([N+](=O)[O-])cc1	-0.54	1.28	5.7
COCCN(CCOC)S(=O)(=O)c1ccc(C(=O)Nc2nnc(C)o2)cc1	-0.4	-0.53	x
O=C(N/N=C/C=C/c1ccccc1)C(O)c1ccccc1 (configuration not stated)	x	x	-16.7
COc1cc(NC(=O)c2ccccc2)c(OC)cc1Cl	-1.3	-1.12	-276.7
Cc1ccccc1OCC(=O)NN1C(=O)C2C3C=CC(O3)C2C1=O (configuration not stated)	x	x	-11.8
O=C(COC(=O)[C@H](Cc1ccccc1)NC(=O)c1cccs1)Nc1c(Cl)cccc1Cl	0.5	0.67	x
COc1nc(N)c(S(=O)(=O)c2ccccc2)cc1C#N	0.24	-0.45	-12.5
Cc1cccc(N2CCN(C(=O)C(C)C)CC2)c1C	-1.73	-2.11	78.6*
COC(=O)C1=C(C)N(C)C(=S)NC1c1ccccc1 (configuration not stated)	0.31	-0.58	-15.6
CCC/C(O)=C1\C(=O)CC(C)(C)CC1=NCCO	0.84	0.8	9.7
O=[N+]([O-])c1cc(-c2nnc(C34CC5CC(CC(C5)C3)C4)o2)cc([N+](=O)[O-])c1	-0.77	0.6	x
O=C(Nc1ccc(Cl)cc1)c1ccsn1	-0.14	-0.27	-16.7
Cn1c(=O)n(Cc2ccccc2)c(=O)c2c1nc1n2CCCN1Cc1ccccc1	-2.33	-1.27	6.2
O=C(CNC(=S)N(Cc1ccccc1)Cc1cccnc1)NC1CCCC1	2.03	0.95	40.0
